# Assay outcomes deposited in PubChem by several laboratories.
# N-glyco inh = increase of ERlucT glycosylation luciferase signal, primary screen, N-linked glycosylation inhibitor project, D54 ERlucT cells, luminescence, set 2. 360,000 compounds, 0.23% hits. D54 ERlucT glycosylation luciferase reporter, 24 h; percent of 100 nM tunicamycin response. reporter increase, % at 12.5 µM;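 active = mean luciferase reporter signal, scaled so untreated is 0 and the glycosylation-blocking control 100, at or above a set limit in every replicate; inconclusive = mean reaches the limit but not every replicate does; inactive = mean below the limit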;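 note: luciferase carries N-glycosylation sites so blocking glycosylation raises the light; 0% = median of neutral control wells and 100% = median of 100 nM tunicamycin wells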
# Vif imaging = HIV Vif self-association inhibitors, primary screen, imaging, HEK293T, single point. inhibition, % at 7.49 µM. AID 602346, 2012. 340,000 compounds, 0.35% hits. HEK293T cells, Vif self-association by quenched fluorescence, 24 h; in the data active = inhibition above about 50%, passing the limit was not always enough; inconclusive = no clear call, values can overlap the other calls; inactive = below about 31%; note: some results filed as inactive read as strong as hits
# ABCB6 inh MLPCN = ABCB6 transporter inhibitors, primary screen, K562-ABCB6 cells, flow cytometry, MLPCN library. 360,000 compounds, 0.19% hits. K562-ABCB6 porphyrin accumulation, 1 h; stronger effect = lower value. fluorescence ratio to DMSO, % at 10 µM;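 active = fluorescence ratio to DMSO below 75%, the collection mean minus 3 SD; inconclusive = too few cells collected in the well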;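 note: signal is porphyrin accumulated inside mitochondria; 100% equals median channel fluorescence of DMSO control wells; lower ratio means ABCB6 inhibition with less porphyrin fluorescence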
# iPSC survival up = enhancers of single-cell hiPSC survival, primary screen, ATPlite luminescence | AID 602274, 2012 | survival enhancement, % at 20 µM | 100% = ROCK inhibitor wells, 0% = DMSO | 360,000 compounds, 0.044% hits; in the data active = survival enhancement above about 18%;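 note: cells exposed to compounds for 16 hours before the ATP read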
# PDI inh = inhibitors of human PDI, primary screen, biochemical, turbidity, single point, plate reader; PDI insulin aggregation turbidity, A650, 90 min; inhibition, % at 10 µM; 350,000 compounds, 0.052% hits; AID 588391, 2011;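 active = mean inhibition across replicates of 30% or more, whatever share of single replicates reach that level; inconclusive = mean inhibition below 30% while every single replicate reaches 30%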;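 note: absorbance from insulin aggregation driven by PDI reduction with DTT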
# Target sequence (P07237 whole entry, looked up): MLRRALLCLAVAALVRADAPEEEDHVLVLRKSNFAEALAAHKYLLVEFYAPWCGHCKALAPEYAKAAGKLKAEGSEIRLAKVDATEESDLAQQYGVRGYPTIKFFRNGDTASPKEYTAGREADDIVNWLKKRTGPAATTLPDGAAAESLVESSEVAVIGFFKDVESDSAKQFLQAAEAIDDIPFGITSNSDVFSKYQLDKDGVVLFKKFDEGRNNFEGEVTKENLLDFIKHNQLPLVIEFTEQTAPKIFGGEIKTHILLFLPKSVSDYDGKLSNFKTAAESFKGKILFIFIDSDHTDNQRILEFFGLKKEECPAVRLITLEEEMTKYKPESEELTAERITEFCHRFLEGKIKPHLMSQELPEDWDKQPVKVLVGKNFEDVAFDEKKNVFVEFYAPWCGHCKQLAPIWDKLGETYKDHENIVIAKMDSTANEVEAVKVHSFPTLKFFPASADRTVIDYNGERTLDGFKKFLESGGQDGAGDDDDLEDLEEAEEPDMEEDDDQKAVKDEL
# H9c2 protect = cardioprotection against H2O2-induced cell death, primary screen, uHTS, H9c2 cells, ATPLite luminescence | protection from H2O2 cell death, % at 20 µM | 360,000 compounds, 0.63% hits | H9c2 cardiomyocytes, H2O2 injury protection, 2 h;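 active = compounds giving at least 50% protection of heart cells from peroxide-induced death in the single-dose screen, raw or plate-pattern-corrected value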;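 note: 0% = DMSO wells with peroxide and 100% = DMSO wells without peroxide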
# m5-HT2A agonist = mouse Htr2a agonists via beta-arrestin recruitment, primary screen, cell-based, luminescence. 5-hydroxytryptamine receptor 2A (Mus musculus), P35363. CHO-K1 mHTR2A beta-arrestin complementation; percent of 30 µM serotonin response. activation, % at 7.6 µM. 360,000 compounds, 0.66% hits. AID 624169, 2012;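 active = activation above a run cutoff, the mean activation of all tested compounds plus 3 SD, cut at about 14% in these data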;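 note: 0% = plate median of compound wells and 100% = 30 µM serotonin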
# Target sequence (P35363 whole entry, looked up): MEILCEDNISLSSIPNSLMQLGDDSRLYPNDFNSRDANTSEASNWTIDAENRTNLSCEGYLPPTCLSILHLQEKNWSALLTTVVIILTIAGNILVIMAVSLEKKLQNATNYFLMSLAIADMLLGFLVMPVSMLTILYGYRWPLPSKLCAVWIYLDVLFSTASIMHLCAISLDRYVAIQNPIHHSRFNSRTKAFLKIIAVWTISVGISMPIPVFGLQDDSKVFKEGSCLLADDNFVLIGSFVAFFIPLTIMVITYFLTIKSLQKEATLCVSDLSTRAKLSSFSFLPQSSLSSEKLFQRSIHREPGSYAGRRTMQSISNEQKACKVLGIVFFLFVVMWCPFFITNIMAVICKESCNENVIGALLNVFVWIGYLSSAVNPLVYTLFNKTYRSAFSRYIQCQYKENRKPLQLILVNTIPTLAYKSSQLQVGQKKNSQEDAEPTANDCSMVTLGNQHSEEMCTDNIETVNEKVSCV
# CaV13 FRET inh = Primary screen for inhibitors of IQ motif and Ca2+-dependent inactivation inhibitor domain binding in CACNA1D, Förster resonance energy transfer in living cells, …. AID 743397. inhibition, % at 12.3 µM. HEK cells, CFP/YFP FRET ICDI-IQ, plate reader, 10 min; percent FRET-ratio fall versus neutral wells. 340,000 compounds, 0.098% hits;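 active = mean replicate inhibition of at least 30% and at least 1% of replicates passing that level; inconclusive = only one of the two criteria is met; inactive = neither criterion is met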;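 note: 0% = median of the neutral control wells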
# aDG glyco up = activators of alpha-DG glycosylation, primary screen, uHTS, Pro5-aDG cells, AlphaScreen. alpha-DG glycosylation AlphaScreen (IIH6); 0% Pro5, 100% B10-LARGE cell signal. activation, % at 10 µM. 360,000 compounds, 0.22% hits;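 active = activation of at least 8% versus controls, or a plate z-score of at least 8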;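 note: Pro5 are CHO cells carrying HIG-tagged alpha-DG that lacks glycosylation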
# Exocytosis inh = LAMP-1 surface exposure blockers, TALL-104 cells – cell-based, flow cytometry, MLPCN library, primary screen; inhibition, % at 10 µM; TALL-104 LAMP-1 surface exposure; cells stimulated with thapsigargin and PMA; 360,000 compounds, 0.66% hits; AID 651702, 2012;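 active = inhibition above about 55%, limit read from the data; inconclusive = no clear call, values can overlap the other calls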
# * = called active by the depositor; ? = inconclusive; / = no result given. An unsorted share of the library; about 3.1% have a hit in one of these screens.
SMILES,N-glyco inh,Vif imaging,ABCB6 inh MLPCN,iPSC survival up,PDI inh,H9c2 protect,m5-HT2A agonist,CaV13 FRET inh,aDG glyco up,Exocytosis inh
CCOC(=O)c1sc(=S)n(-c2ccc(Cl)cc2)c1SC,-3,4,95,-1.4,-2,-2,1,-6,0.6,-2
CC(C)NS(=O)(=O)c1cc(C(=O)O)ccc1Cl,0,6,96,-1.5,-1,10,5,-5,0.1,-14
CC(C)OC(=O)C(C(=O)C(F)(F)F)c1cc(NS(=O)(=O)c2ccc3ccccc3c2)c2ccccc2c1O (centres undefined),2,4,102,-0.6,-6,-10,-1,/,2.5,26
CC(=O)N1C(=O)N(C)C2C1N(C(C)=O)C(=O)N2C (centres undefined),1,5,101,1.6,14,3,6,-5,0.1,0
CN(C(=O)COC(=O)c1ccc[nH]c1=O)C1CCCCC1,2,10,102,-0.9,-3,2,-1,-6,0.2,-3
Cc1ccccc1C1N(c2nccs2)C(=O)C2CCCN21 (centres undefined),1,0,97,1.6,-10,6,0,-5,0.1,2
O=C(Cc1ccc(Cl)cc1)Nc1ccc(S(=O)(=O)N2CCOCC2)cc1,-1,-10,106,-0.5,2,-2,-5,-5,0.1,-5
CSCCC(NC(=O)c1ccccc1Cl)C(=O)NC1CCN(Cc2ccccc2)CC1 (centres undefined),-2,-2,98,-0.3,3,-3,-9,-2,-0.4,-11
O=C(CN(C1CCCCC1)S(=O)(=O)c1ccc(F)cc1)NCC1CCCO1 (centres undefined),-16,25,100,-5.5,-7,-33,-2,-5,-0.7,-3
NC(=O)NC(=O)COC(=O)CNS(=O)(=O)c1ccc(F)c(F)c1F,1,-4,103,-0.2,-4,4,1,0,-0.1,2
CSc1ncccc1C(=O)NC1CCN(Cc2ccccc2)CC1,1,/,97,-0.3,-2,0,-8,-7,2.4,-6
CC(C)c1ccc(NC2CCCN(C(=O)CN3CCCCC3=O)C2)cc1 (centres undefined),0,/,96,3.9,1,-6,1,-7,-0.1,1
CC1(c2ccccc2)NC(=O)N(CC(=O)NC(=O)NC2CCCC2)C1=O (centres undefined),0,11,98,-2.2,-2,25,10,-3,-0.5,6
COc1ccc(OC)c(-n2cnc3cc(C(=O)NCCCN4CCOCC4)ccc32)c1,-3,17,94,-0.9,18,16,-4,/,0.1,2
COc1ccc(/C=N/NC(=O)c2cccc([N+](=O)[O-])c2)cc1OC,1,0,101,2.0,11,9,2,13,0.1,-1
O=C(CSc1nnnn1-c1ccc(Cl)cc1)NC1CCS(=O)(=O)C1 (centres undefined),2,17,95,0.4,-8,-1,1,-3,-0.2,-2
O=C(NCC1CCCN1S(=O)(=O)c1cccs1)C(=O)Nc1ccccc1Cl (centres undefined),-3,-12,95,-0.5,1,0,-9,-7,0.0,5
Cc1ccccc1OC1(C)CCN(Cc2ccc3ccccc3c2)C1 (centres undefined),1,-2,76,0.1,-1,-16,-7,-9,-0.3,1
NC1=NC(=Nc2ccccc2)c2ccccc21,-3,-6,141,-3.4,0,8,-2,-5,0.6,1
O=C(NCc1ccco1)C1Cc2c(-c3cccc(F)c3)ccnc2O1 (centres undefined),17,23,100,0.7,-5,8,-2,-9,0.0,5
Cc1c(-n2cc(C(=O)O)c(=O)c3cc(F)c(N4CCCC4)c(F)c32)c(=O)n(-c2ccccc2)n1C,-1,6,96,-0.1,2,3,2,-5,-0.1,0
COc1ccc(OC)c(-c2csc(NC(=O)CSc3ccccc3)n2)c1,-1,-1,99,2.2,4,-11,1,-4,0.2,7
COc1cccc(NC(=O)CSc2ccc(-c3ccco3)nn2)c1,0,-12,94,-0.5,-4,-4,-7,-10,-0.1,0
CCN(CC)c1ccc(C(=O)N2CCN(Cc3ccccc3)CC2)cc1,-2,-16,101,0.2,-2,8,-4,-5,-0.2,-2
CCN(C[C@H]1N[C@@](CC)(C(=O)OC)[C@H]2C(=O)N(Cc3ccccc3)C(=O)[C@@H]12)C(=O)Nc1ccc(C(F)(F)F)cc1,2,0,102,2.4,5,-12,2,-7,-0.2,-6
SMILES,N-glyco inh,Vif imaging,ABCB6 inh MLPCN,iPSC survival up,PDI inh,H9c2 protect,m5-HT2A agonist,CaV13 FRET inh,aDG glyco up,Exocytosis inh
CCCSc1nc(N2CCCC2)c2c(c1C#N)CC(C)(C)OC2,-5,/,92,-1.1,-5,-18,-1,0,-0.4,2
CCOc1ccc2ccccc2c1CNc1nnnn1C,4,13,90,-0.2,8,-1,5,-2,0.7,-7
CC1(C)Oc2ccc(C(=O)Nc3ccccc3)cc2N(CC#N)C1=O,1,7,99,-0.5,-7,-4,4,-4,-0.1,9
CC(=O)C1=C(O)C(=O)N(Cc2ccco2)C1c1cccc(F)c1 (centres undefined),1,-2,97,-0.7,-1,-5,0,-1,-0.1,0
CCCc1cc(=O)oc2cc(OCC(=O)NCCCn3ccnc3)ccc12,0,4,104,0.5,-3,0,-1,-2,-0.3,-19
Cc1cc2c(cc1S(=O)(=O)Nc1ccc(F)cc1)n(C)c(=O)c(=O)n2C,2,-3,99,0.3,/,15,7,-6,0.2,4
O=C1CC(c2ccco2)CC(O)=C1C=NCCN1CCN(C(=S)Nc2ccccc2)CC1 (centres undefined),-1,-3,101,-0.3,-4,3,-1,-20,0.0,4
Cc1cc(NC(=O)NCc2ccco2)ccc1NC(=O)NCc1ccco1,1,13,97,-1.5,-2,0,2,-5,-0.2,-6
CCOc1ccc(CCNC(=O)c2cc(C)on2)cc1OCC,1,-4,98,0.5,0,-3,-5,-9,0.0,-6
CN(C)S(=O)(=O)c1ccc(Cl)c(C(=O)OCC(=O)NC(=O)c2cccn2C)c1,2,9,96,-1.4,-2,2,6,-3,-0.1,-12
COc1ccc(Cc2nnc(SCC(=O)Nc3ccc(C)cc3)n(N)c2=O)cc1,0,-4,108,-0.6,-7,4,1,-5,0.4,3
C=CCN1C(=O)c2ccc(C(=O)NCC(c3ccccc3)N(C)C)cc2C1=O (centres undefined),-1,18,94,-0.4,2,-4,3,-2,0.1,0
Cc1ccc(C)c(C(=O)CCC(=O)NNC(=O)c2cccs2)c1,1,-2,100,-0.4,7,-5,2,-6,0.0,-2
Cc1cc(C)cc(OCc2nnc(SCC(=O)Nc3ccccc3)o2)c1,1,2,96,0.2,25,0,-4,-5,-0.3,?
O=C(O)CCC(NC(=S)Nc1ccccc1)C(=O)O (centres undefined),2,1,94,-0.2,-3,2,6,-4,-0.1,0
O=C(CNC(=O)c1ccc(Br)cc1)NC1CC1,0,4,97,0.5,-13,-4,4,-5,1.3,-1
O=C(O)CSC1CC(=O)N(c2cccc(Cl)c2)C1=O (centres undefined),4,25,100,0.2,12,6,1,-4,-0.2,0
CC(C)CCNCC1OCc2ccccc2CO1,1,/,98,-1.8,-18,-5,0,-5,0.0,-3
Cc1ccc(NC(=O)Nc2ccc3c(c2)C(=O)OC3)cc1Cl,-1,-6,108,-0.8,6,1,-1,-4,0.0,-3
Cc1ccccc1C(=O)N1CCN(c2ccc(NC(=O)c3ccccc3[N+](=O)[O-])cc2)CC1,-6,1,97,1.3,-5,3,5,-4,0.2,-2
O=[N+]([O-])c1ccc2[nH]c(O)c(N=NC3CS(=O)(=O)CC3O)c2c1 (centres undefined),3,1,96,-0.3,4,10,3,-4,-0.2,-2
O=C1C=C(c2ccc(F)cc2OCc2ccccc2)C[C@@H](c2ccc(Cl)cc2)C1,-8,7,97,3.8,-5,-9,5,-5,1.3,8
CCn1cc(CN2CCC(C(=O)Nc3ccc(Oc4ccccc4F)cc3)CC2)cn1,-1,-5,107,0.6,0,5,15*,-5,2.1,-4
Cc1cccn2cc(CCNC(=O)c3ccco3)nc12,1,-5,95,0.8,/,5,-7,7,-0.2,1
O=C(Nc1cccnc1N1CCOCC1)c1cccs1,6,-3,99,0.0,-4,7,1,-5,0.0,0
CCc1cc2c(=O)c(-c3ccc(F)cc3)c(C)oc2cc1OCC(=O)O,2,-3,96,0.9,10,-2,-1,1,-0.3,0
Cc1ccc(C(=O)OCC(=O)NCc2ccco2)cc1,-1,4,92,0.8,0,10,5,-3,-0.2,-1
N/C(=N\OC(=O)COc1ccccc1)c1cccnc1,-1,7,95,0.6,14,-4,-3,-2,-0.1,4

# In the list so far, these have a Cl atom:
SMILES,N-glyco inh,Vif imaging,ABCB6 inh MLPCN,iPSC survival up,PDI inh,H9c2 protect,m5-HT2A agonist,CaV13 FRET inh,aDG glyco up,Exocytosis inh
CCOC(=O)c1sc(=S)n(-c2ccc(Cl)cc2)c1SC,-3,4,95,-1.4,-2,-2,1,-6,0.6,-2
CC(C)NS(=O)(=O)c1cc(C(=O)O)ccc1Cl,0,6,96,-1.5,-1,10,5,-5,0.1,-14
O=C(Cc1ccc(Cl)cc1)Nc1ccc(S(=O)(=O)N2CCOCC2)cc1,-1,-10,106,-0.5,2,-2,-5,-5,0.1,-5
CSCCC(NC(=O)c1ccccc1Cl)C(=O)NC1CCN(Cc2ccccc2)CC1 (centres undefined),-2,-2,98,-0.3,3,-3,-9,-2,-0.4,-11
O=C(CSc1nnnn1-c1ccc(Cl)cc1)NC1CCS(=O)(=O)C1 (centres undefined),2,17,95,0.4,-8,-1,1,-3,-0.2,-2
O=C(NCC1CCCN1S(=O)(=O)c1cccs1)C(=O)Nc1ccccc1Cl (centres undefined),-3,-12,95,-0.5,1,0,-9,-7,0.0,5
CN(C)S(=O)(=O)c1ccc(Cl)c(C(=O)OCC(=O)NC(=O)c2cccn2C)c1,2,9,96,-1.4,-2,2,6,-3,-0.1,-12
O=C(O)CSC1CC(=O)N(c2cccc(Cl)c2)C1=O (centres undefined),4,25,100,0.2,12,6,1,-4,-0.2,0
Cc1ccc(NC(=O)Nc2ccc3c(c2)C(=O)OC3)cc1Cl,-1,-6,108,-0.8,6,1,-1,-4,0.0,-3
O=C1C=C(c2ccc(F)cc2OCc2ccccc2)C[C@@H](c2ccc(Cl)cc2)C1,-8,7,97,3.8,-5,-9,5,-5,1.3,8
